# Diaph inh CS = diaphorase inhibition or chemical oxidation counter-screen. 190,000 compounds, 0.69% hits. diaphorase resazurin-to-resorufin fluorescence, NADH, 16 min; bacterial (C. kluyveri) enzyme, not human. inhibition, % at 20 µM. AID 1217;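 active = primary screen inhibition at 20 µM above a set limit, cut at about 50% in these data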;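 also: plate controls were DMSO with full reaction for no effect and wells lacking NADH for full effect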
#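 Test system: Clostridium kluyveri diaphorase enzyme / Quantity: diaphorase at 0.14 U/mL in enzyme working solution / Incubation: 16-min room-temperature incubation before reading / Benchmarks: NADH-free wells as positive control, DMSO-only neutral wells / Signal: resorufin fluorescence 544/590 nm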
# Lmaj promast = Leishmania major promastigote growth inhibition. Leishmania major promastigotes, resazurin fluorescence viability. inhibition, % at 10 µM. AID 1063. 200,000 compounds, 9% hits;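 also: promastigotes grown with compound for 44 hours at 28 °C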
# G6PDH CS = inhibits Leuconostoc G6PDH, flagging false hits in G6PDH-based assays; Purified L. mesenteroides G6PDH, diaphorase/resazurin coupled fluorescence, 45 min; inhibition, % at 5 µM; 200,000 compounds, 0.12% hits; AID 1020
# PMI activator = phosphomannose isomerase (human) activation | 190,000 compounds, 0.005% hits | activation factor at 20 µM | purified human PMI, coupled resazurin fluorescence, 20 min; hits give high values; 1 = vehicle control, 0 substrate-free wells | P34949;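 active = activation factor of 2 or more at 20 µM, relative to plate controls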
# S1P3 antag = blocks the human S1P3 receptor; Q99500; AID 485; inhibition, % at 4.98 µM; CHO S1P3 NFAT-BLA reporter, FRET fluorescence, antagonist mode; 170,000 compounds, 0.27% hits;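 active = inhibition above the plate cutoff, the mean inhibition of test wells on that plate plus 3 SD, cut at about 28% in these data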;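 also: cells challenged with S1P at its EC80 of 0.8 µM; blue over green emission ratio from cleaved BLA substrate after 4 h stimulation; 0% = S1P-stimulated wells and 100% = unstimulated DMSO-only wells; some compounds past the cut are filed as inactive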
# TLR4-MyD88 BLA = inhibitors of human TLR4-MyD88 binding; HeLa CL3-4 TLR4/MyD88 BLA complementation, FRET ratio; 200,000 compounds, 0.18% hits; inhibition, % at 8.4 µM; O00206+Q99836; in the data active = inhibition above about 25%;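 also: 0% = vehicle and 100% = reference inhibitor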
# Target sequence (O00206 whole entry, looked up): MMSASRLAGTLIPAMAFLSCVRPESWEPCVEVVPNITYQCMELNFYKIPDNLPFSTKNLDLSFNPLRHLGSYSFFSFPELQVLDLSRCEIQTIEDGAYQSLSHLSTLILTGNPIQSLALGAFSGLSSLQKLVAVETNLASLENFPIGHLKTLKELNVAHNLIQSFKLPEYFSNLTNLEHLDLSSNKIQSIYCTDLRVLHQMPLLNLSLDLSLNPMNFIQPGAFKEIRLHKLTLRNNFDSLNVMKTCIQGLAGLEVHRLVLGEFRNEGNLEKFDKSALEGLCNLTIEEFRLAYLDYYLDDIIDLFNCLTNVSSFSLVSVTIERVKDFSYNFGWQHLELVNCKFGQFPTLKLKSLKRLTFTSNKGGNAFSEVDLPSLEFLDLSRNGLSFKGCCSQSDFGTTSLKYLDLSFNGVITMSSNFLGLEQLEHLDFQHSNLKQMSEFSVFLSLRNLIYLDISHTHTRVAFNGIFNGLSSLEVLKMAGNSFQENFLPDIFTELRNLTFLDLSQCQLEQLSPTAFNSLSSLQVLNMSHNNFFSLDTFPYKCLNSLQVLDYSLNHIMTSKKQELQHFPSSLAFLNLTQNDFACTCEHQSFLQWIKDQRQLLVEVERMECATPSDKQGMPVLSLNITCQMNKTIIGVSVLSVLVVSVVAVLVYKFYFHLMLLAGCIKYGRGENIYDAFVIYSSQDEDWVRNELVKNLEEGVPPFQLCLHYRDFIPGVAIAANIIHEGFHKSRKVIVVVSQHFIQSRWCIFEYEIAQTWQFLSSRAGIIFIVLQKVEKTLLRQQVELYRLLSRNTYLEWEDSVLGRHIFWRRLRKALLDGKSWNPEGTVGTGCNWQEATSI
# Target sequence (Q99836 whole entry, looked up): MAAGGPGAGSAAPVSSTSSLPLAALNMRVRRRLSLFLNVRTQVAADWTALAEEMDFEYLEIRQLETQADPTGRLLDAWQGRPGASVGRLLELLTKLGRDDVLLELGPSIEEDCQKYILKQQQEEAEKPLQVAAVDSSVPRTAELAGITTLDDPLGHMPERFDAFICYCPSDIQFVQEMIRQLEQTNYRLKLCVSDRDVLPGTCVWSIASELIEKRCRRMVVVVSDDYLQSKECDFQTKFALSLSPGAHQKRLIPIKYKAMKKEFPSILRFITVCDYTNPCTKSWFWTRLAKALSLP
# Hsp70 act = Hsp70 transcriptional activation, primary screen | HeLa Hsp70 promoter luciferase reporter, luminescence; scaled: vehicle 0, proteasome-inhibitor control 100% | activation, % at 10 µM | 200,000 compounds, 0.04% hits | AID 1203;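 active = activation above the mean across all tested compounds plus 3 SD, cutoff set per campaign, cut at about 5.5% in these data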;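 also: 100% = MG132 at 30 µM as the positive control and 0% = DMSO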
# Diaphorase act = diaphorase activation or chemical reduction counter-screen | Diaphorase/resazurin coupled assay, resorufin fluorescence, 16 min; hits give high values; 1 = vehicle wells, 0 = NADH-free wells | activation factor at 20 µM | 190,000 compounds, 0.005% hits | AID 1229;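 active = diaphorase activity raised at least twofold by the compound at 20 µM; inactive = activation factor below 2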
#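 System – purified diaphorase enzyme from Clostridium kluyveri · Input – enzyme 0.07 U/mL final · Also added – final NADH 0.114 mM, resazurin 0.1 mM · Measured by – fluorescence of resorufin, 544 nm excitation, 590 nm emission · Timing – 16 min enzyme reaction, ambient temperature · Measure – resorufin increase flagging diaphorase activators or reducers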
# PMI act hi M6P = activators of human phosphomannose isomerase at near-saturating mannose 6-phosphate. AID 1216. coupled PMI enzyme assay, resazurin fluorescence, 20 min; hits give high values; 1 = untreated enzyme, 0 = substrate-free blank. 190,000 compounds, 0.34% hits. activation factor at 20 µM;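 active = activation factor of 2 or more at 20 µM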
#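 Test system: human phosphomannose isomerase with PGI, G6PDH, diaphorase coupling enzymes; amount: 15 ng/mL PMI; incubation: enzyme reaction with compound 20 min at room temperature; technique: resorufin fluorescence (Ex 544/Em 590 nm) from resazurin via diaphorase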
# RAM inhibit = blocks the yeast RAM network. AID 868. 190,000 compounds, 1.8% hits. inhibition, % at 50 µM. S. cerevisiae dse1pr::URA3 reporter, 5-FOA growth OD615, 2 d; analog-sensitive cbk1-as2 kinase mutant strain;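 active = inhibition above a set limit, 3 SD over mean compound inhibition, cut at about 8.4% in these data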;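 also: 0% = DMSO-only wells with no growth and 100% = 10 µM 1-NA-PP1 full growth; inhibition rescues growth on 5-FOA so higher OD means more RAM inhibition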
# Redox H2O2 prof = compounds producing H2O2 with reducing agent – biochemical, NIH compound library profiling, artefact control for MLSCN library redox annotation, primary screen; 200,000 compounds, 0.03% hits; activation, % at 10 µM; AID 878; DTT-dependent redox cycling H2O2, phenol red/HRP absorbance; 100% = 100 µM peroxide control, 0% = buffer;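 active = activation of at least 50% relative to the plate's high and low controls in the primary single-dose screen; inactive = activation below 50%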;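 also: compound incubated with DTT at 0.8 mM final as the reducing agent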
# * hit, by the source's call; · = no result given. Rule as the data show it, unless noted: active = inhibition above about 50%; inactive = the rest.
SMILES,Diaph inh CS,Lmaj promast,G6PDH CS,PMI activator,S1P3 antag,TLR4-MyD88 BLA,Hsp70 act,Diaphorase act,PMI act hi M6P,RAM inhibit,Redox H2O2 prof
CCN(CC(=O)NCc1ccc(Cl)cc1)Cc1cc(=O)n2ccsc2n1,6,3,6,1.1,-13,-4,-0.2,0.9,1,0.0,0.3
COc1ccc(N2C(=O)CC(C#N)=C2N)cc1,21,-8,8,0.9,-7,-7,-0.1,0.8,0.8,0.8,-0.6
O=C(COc1ccc([N+](=O)[O-])cc1Cl)NCC1CCCO1 (stereo unspecified),3,13,0,1.1,4,-18,0.1,1,1.1,1.4,-0.6
Oc1c(C(c2ccccn2)N2CCC(Cc3ccccc3)CC2)cc(Cl)c2cccnc12 (stereo unspecified),27,99*,17,0.8,-7,2,-0.2,0.7,0.4,-1.7,3.0
O=C(COC(=O)c1cc(-c2cccc3ccccc23)nc2ccccc12)NC1CCS(=O)(=O)C1 (stereo unspecified),28,69*,4,1.1,-6,-4,-0.3,0.7,0.8,5.6,-0.2
O=C(COC(=O)/C=C/c1cnc2ccccc2n1)NCC(F)(F)F,0,-3,7,1,·,0,1.3,1,1.1,0.6,-0.5
CCOC(=O)COc1cc2oc(=O)cc(C)c2cc1[N+](=O)[O-],2,4,17,1,-11,-6,-0.2,1,0.9,0.5,-1.0
Cc1cc(C)nc(SCc2nnc(SCC(N)=O)n2Cc2ccco2)n1,9,-5,2,1,·,-9,-0.4,0.9,1.1,1.6,2.0
CCOC(=O)CCC(NC(=O)CCCCC(=O)NC(CCC(=O)OCC)C(=O)OCC)C(=O)OCC (stereo unspecified),15,-6,3,0.9,11,5,-0.4,0.9,1,1.3,0.6
C=CCNC(=S)NNC(=O)c1csc(C)c1C,-8,-2,-2,1,-3,0,-0.5,1.1,1.2,2.6,0.3
Cc1cc(NC(=O)c2cc(F)c(F)cc2Cl)no1,0,-6,2,1,1,-18,-0.3,1,0.8,2.5,-0.4
Cc1cccc2sc(N(CCCN(C)C)C(=O)COc3ccc(Cl)cc3)nc12,-2,18,5,1.1,25,2,0.1,1,1,-0.5,-1.0
CCc1cccc(CC)c1NC(=O)c1cccc(NC(=O)c2ccccc2)c1,7,5,8,1,·,3,0.0,0.9,1,1.8,0.9
Fc1ccc2c(c1)/C(=N/Nc1ccccn1)CCS2,14,55*,0,1.1,7,3,0.2,0.9,1.1,-0.4,-1.1
O=C(c1ccco1)N1CCN(S(=O)(=O)c2ccc3c(c2)CCN3C(=O)C2CC2)CC1,4,-9,6,0.9,-2,1,0.2,1,1,-0.5,-0.4
O=C(O)/C=C\c1ccccc1Oc1ccc(F)cc1,5,-9,3,1.2,-3,-1,0.0,0.9,1.1,3.3,-0.1
CCN(Cc1ccccc1)c1ccc(/C=N/NS(=O)(=O)c2ccc(C)c([N+](=O)[O-])c2)cc1,20,-3,-20,1.3,1,-3,-0.5,0.8,1.7,8.0,0.5
COc1cc(C(=O)OCC(=O)c2c[nH]c3ccccc23)ccc1OCC(=O)N1CCOCC1,23,3,0,1,-4,3,0.0,0.8,1,2.0,1.9
Cc1ccccc1Cc1n[nH]c(=S)n1N,10,-6,-2,1.3,-10,-11,-0.3,0.9,1.4,0.9,-0.2
Cc1ccc(-n2[nH]c(C)c(/C=N/c3ccccn3)c2=O)cc1,22,-7,9,0.9,-19,-17,-0.2,0.8,0.9,3.3,2.2
O=C(N/N=C/c1ccc(Cl)cc1)c1nc2ccc([N+](=O)[O-])cc2c(=O)[nH]1,25,13,-2,1,-1,11,0.3,0.7,0.9,4.4,-0.7
CN(Cc1cccs1)C(=O)Cn1cnc2cc([N+](=O)[O-])ccc2c1=O,18,1,10,1.1,9,-20,0.3,0.8,0.8,0.6,-0.6
N=C1S/C(=C\c2ccccc2F)C(=O)N1c1ccc(F)cc1,5,-7,9,0.9,11,-8,-0.4,0.9,1,5.4,0.3
O=C(NCC(c1cccnc1)N1CCN(c2ccccc2F)CC1)OCc1ccccc1 (stereo unspecified),19,96*,5,0.8,·,5,-0.4,0.8,0.9,0.8,0.1
Cc1[nH]c2ccccc2c1-c1csc(NC(=O)CN2CCOCC2)n1,22,8,-1,1,4,-11,0.5,0.8,0.9,2.7,-1.3
O=C(NC12CC3CC(CC(C3)C1)C2)c1ccc(-c2ccc(Cl)cc2)o1,8,92*,-3,1.2,-14,11,-0.3,0.9,1,3.1,-0.1
O=C(COC(=O)C1(c2ccc(Cl)cc2)CCCC1)NCc1ccco1,24,7,0,0.9,-4,4,-0.2,0.8,0.9,0.5,-2.2
CN(C)c1ccc(NC(=O)CN2CCC(C(=O)c3ccc(F)cc3)CC2)cc1,0,6,2,1,6,9,-0.2,1,1,1.9,0.6
Cc1ccc(S(=O)(=O)N2CCN(C(=O)CN3CCc4ccccc4C3)CC2)cc1,9,88*,5,0.9,-19,2,-0.2,0.9,1,1.4,0.1
COc1cc(/C=C/C(=O)N(Cc2ccccc2)c2ccccn2)cc(OC)c1OC,13,2,10,0.9,1,-13,0.1,0.9,0.9,-0.3,-0.6

# Two consecutive compounds already listed:
SMILES,Diaph inh CS,Lmaj promast,G6PDH CS,PMI activator,S1P3 antag,TLR4-MyD88 BLA,Hsp70 act,Diaphorase act,PMI act hi M6P,RAM inhibit,Redox H2O2 prof
O=C(O)/C=C\c1ccccc1Oc1ccc(F)cc1,5,-9,3,1.2,-3,-1,0.0,0.9,1.1,3.3,-0.1
CCN(Cc1ccccc1)c1ccc(/C=N/NS(=O)(=O)c2ccc(C)c([N+](=O)[O-])c2)cc1,20,-3,-20,1.3,1,-3,-0.5,0.8,1.7,8.0,0.5

# Continuation.
SMILES,Diaph inh CS,Lmaj promast,G6PDH CS,PMI activator,S1P3 antag,TLR4-MyD88 BLA,Hsp70 act,Diaphorase act,PMI act hi M6P,RAM inhibit,Redox H2O2 prof
O=C(Cc1cccs1)Nc1nnc(SCc2ccc(C(F)(F)F)cc2)s1,18,-8,-20,0.9,-8,13,-0.2,0.8,0.9,-0.4,0.0
Cc1ccc(S(=O)(=O)c2nc(C)oc2N2CCOCC2)cc1,1,3,4,1.1,-6,1,-0.3,1,1,1.4,0.4
Cc1cccc(-n2c(-c3cccc([N+](=O)[O-])c3)nc3nc4ccccc4nc32)c1,-4,-5,3,1.1,-15,-6,-0.2,1,1.1,3.7,2.2
COc1ccc(N/C=C/C(=O)C(F)(F)F)cc1,24,4,-6,1,2,-2,-0.3,0.8,0.9,3.0,-0.2
COC(=O)c1cc(NC(=O)C2(S(=O)(=O)c3ccc(Cl)cc3)CC2)cc(C(=O)OC)c1,15,10,19,0.8,9,-5,-0.2,0.8,0.8,2.2,-0.2
O=C(CSc1nc2ccccc2c(=O)n1NC(=O)Cc1ccccc1)NCCc1ccccc1,6,-4,4,1,·,-14,-0.3,0.9,1,6.2,-4.2
COCCN(CCOC)C(=S)Nc1ccccc1,-6,-3,0,1.1,9,-4,-0.4,1.1,1,3.0,0.4
CC1(C)C(=O)OC(c2cccn2-c2ccc([N+](=O)[O-])cc2)C2(CCCCC2)C1=O (stereo unspecified),2,-2,-9,0.9,10,2,-0.3,1,1,2.4,0.8
CN(C(=S)NCCN1CCOCC1)C(c1ccccc1)c1ccccc1,5,9,-1,1,-12,1,-0.4,0.9,1,1.4,0.6
Cc1cc(C(=O)OCC(=O)Nc2ccccc2)c(C)o1,5,3,3,1.1,-11,4,0.8,1,1,2.5,-0.7
CC1(C)Cc2c(ccc3ccccc23)C(c2cc3ccccc3oc2=O)=N1,16,0,2,0.9,·,1,-0.3,0.8,0.9,0.4,0.4
Cc1ccc2cc(CN(C(=O)c3cccnc3)C(C)C)c(=O)[nH]c2c1,3,0,0,0.9,-21,-8,0.2,1,1,2.7,0.3
CC(C)Oc1ccccc1C1CC(=O)Nc2cc3c(cc21)OCO3 (stereo unspecified),23,37,2,0.8,15,-10,0.0,0.8,0.9,2.0,-0.2
CC(=Nc1ccc(C)cc1C)c1sc2ccccc2c1O,17,10,5,0.9,0,13,0.1,0.8,0.9,0.9,0.0
CC12C(=O)N(c3nccs3)C(=O)C1C1C=CC2C1 (stereo unspecified),15,-5,-7,0.9,-8,-19,-0.3,0.8,1,2.7,-3.0
CC(C)(C)n1ncc2c(=O)n(CC(=O)NCc3ccc(F)cc3)cnc21,9,-7,4,1,-10,7,0.2,0.9,1.1,0.2,0.0
O=C(NC1CC2CCCC(C1)N2CC(=O)N1CCCc2ccccc21)C1CCCCC1 (stereo unspecified),3,57*,2,1,-33,-9,0.0,1,1.1,1.5,-0.5
O=C(Nc1ccc2c(c1)OCO2)C1CC(c2ccc(Cl)cc2)=NO1 (stereo unspecified),16,-5,4,0.9,·,6,-0.4,0.8,0.9,5.2,-3.0
NC(=O)C[n+]1cccc2ccccc21,12,-5,0,0.8,·,-1,0.2,0.9,1.2,1.4,2.0
N#Cc1ccccc1COC(=O)c1cccnc1N,8,3,1,1,-6,-12,-0.4,0.9,1,1.4,13
COc1ccc(-n2c(=O)c3ccccc3n(CC(=O)NC3CCCCC3)c2=O)cc1,0,-1,6,1,·,-5,-0.2,1,1.1,2.4,-3.0
CCOCCCNC(=O)/C=C1\Sc2ccccc2N(Cc2ccccc2F)C1=O,10,10,5,0.9,2,10,0.5,0.9,0.9,2.8,-0.6
C[C@@H]1CC[C@H]2C(=O)N3[C@@H](CC[C@@H](C)[C@@H]3c3ccc(Br)cc3)C(=O)N2[C@H]1c1ccc(Br)cc1,23,11,9,0.9,-10,7,-0.1,0.8,0.9,2.4,1.8
O=C(COC(=O)c1ccc(Br)o1)Nc1nc2ccccc2s1,12,-5,4,1,-4,-15,-0.1,0.9,1,1.5,0.7
COc1ccc(C(C)=O)cc1COC(=O)c1ccc2c(c1)OCO2,24,-8,7,0.9,-20,-14,-0.2,0.8,0.9,7.7,-0.1
Cc1cc(C)c(C)c(S(=O)(=O)NCc2cccnc2)c1C,6,-1,-9,1,-24,19,0.1,0.9,1,-1.3,0.6
Cc1cc2oc(=O)cc(Cn3ccnc3)c2cc1C,6,-9,19,1.1,-22,12,-0.4,0.9,1.1,2.6,3.0
CC(C)(C)NC(=O)CN(C(=O)Cn1nnc(-c2ccccc2F)n1)c1cccc2c1CCCC2,14,22,12,0.9,·,-13,-0.4,0.9,0.9,2.5,0.6

# Screening data deposited in PubChem BioAssay by several laboratories.
